PHOSPHO1 inh – PHOSPHO1 (human) inhibition; 290,000 tested, 1.1% active; AID 1565; recombinant PHOSPHO1, absorbance phosphatase assay; Q8TCT1; inhibition, % at 13.3 µM; in the data active means inhibition above about 60%
IDE cell activ – boosts human insulin-degrading enzyme activity in HEK cells. P14735. FAbeta-B cleavage, fluorescence polarization; 0% vehicle, 100% cell-free pure enzyme wells. activation, % at 5.96 µM. 340,000 tested, 0.073% active. AID 493087;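 active means activation above the mean of all tested compounds plus 3 SD, set per screening campaign, cut at about 17% in these data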
Target sequence (P14735 whole entry, looked up): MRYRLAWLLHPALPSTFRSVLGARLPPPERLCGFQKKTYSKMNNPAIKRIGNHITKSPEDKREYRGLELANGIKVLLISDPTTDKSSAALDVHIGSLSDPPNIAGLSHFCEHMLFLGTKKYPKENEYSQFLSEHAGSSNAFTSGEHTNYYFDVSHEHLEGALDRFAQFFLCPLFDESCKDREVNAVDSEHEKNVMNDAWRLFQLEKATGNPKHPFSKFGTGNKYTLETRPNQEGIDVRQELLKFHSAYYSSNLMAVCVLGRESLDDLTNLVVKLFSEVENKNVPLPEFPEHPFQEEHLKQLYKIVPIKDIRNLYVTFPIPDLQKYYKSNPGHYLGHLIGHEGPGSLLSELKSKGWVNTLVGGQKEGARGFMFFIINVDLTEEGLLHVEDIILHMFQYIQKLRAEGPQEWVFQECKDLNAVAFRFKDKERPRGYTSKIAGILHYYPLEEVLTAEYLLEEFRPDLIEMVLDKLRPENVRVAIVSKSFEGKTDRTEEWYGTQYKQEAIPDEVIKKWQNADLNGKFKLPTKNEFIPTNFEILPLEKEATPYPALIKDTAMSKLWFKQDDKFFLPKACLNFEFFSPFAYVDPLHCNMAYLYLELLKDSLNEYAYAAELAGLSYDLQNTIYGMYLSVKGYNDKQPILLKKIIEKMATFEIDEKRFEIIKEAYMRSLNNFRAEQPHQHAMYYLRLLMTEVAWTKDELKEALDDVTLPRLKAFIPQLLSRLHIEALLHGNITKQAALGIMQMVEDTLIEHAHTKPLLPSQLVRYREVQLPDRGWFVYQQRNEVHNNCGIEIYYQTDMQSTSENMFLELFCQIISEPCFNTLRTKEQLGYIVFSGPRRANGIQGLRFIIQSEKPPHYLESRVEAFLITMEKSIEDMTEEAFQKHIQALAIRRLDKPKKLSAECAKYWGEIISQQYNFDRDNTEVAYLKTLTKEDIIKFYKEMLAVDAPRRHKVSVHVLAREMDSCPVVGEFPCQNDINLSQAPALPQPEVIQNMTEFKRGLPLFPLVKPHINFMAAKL
IDE cell inh – cellular human IDE inhibition | P14735 | HEK cells, FAbetaB cleavage, fluorescence polarization | inhibition, % at 5.59 µM | 320,000 tested, 0.41% active | AID 434962;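 active means percent inhibition above the average of all tested compounds plus 3 SD, set per screening campaign, cut at about 16% in these data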;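 further: IDE supplied by intact live HEK cells; FP after avidin binding of uncleaved biotin substrate so inhibition keeps polarization high; 0% = DMSO wells and 100% = 60 µM reference IDE inhibitor Ii1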
pCIP destab – p/CIP protein destabilization. Q05BA5. F442A p/CIP-EGFP cells, EGFP fluorescence, 16 h. decrease of EGFP signal, % at 10 µM. 290,000 tested, 0.01% active. AID 1984;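 active means EGFP signal decrease of at least 30% at 10 µM or well 3 SD below plate mean, unless failing retest; inactive means the rest, including hits failing retest or dose response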; further: some compounds called inactive have numbers as strong as hits; many of its hits are not listed in these tables
VIM-2 inh – inhibitors of Pseudomonas aeruginosa VIM-2 metallo-beta-lactamase; purified VIM-2, nitrocefin hydrolysis, epi-absorbance fluorescence; inhibition, % at 5.6 µM; 290,000 tested, 0.89% active;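 active means inhibition above the mean of all tested compounds plus 3 SD, cutoff set per screening run, cut at about 7.5% in these data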;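 further: red hydrolysis product quenches plate fluorescence so inhibitors raise well fluorescence; 0% = enzyme with DMSO and 100% = DMSO without enzyme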
NALP1 yeast inh – blocks the NALP1 inflammasome reconstituted in yeast | S. cerevisiae NALP1/ASC/caspase-1 growth, X-gal OD620, 72 h | inhibition, % at 10 µM | 280,000 tested, 0.61% active; in the data active means inhibition mostly above about 24%, no sharp cut-off; inactive means mostly below about 32%; further: some compounds called inactive have numbers as strong as hits
PfM18AAP inh – PfM18AAP enzyme inhibition. recombinant PfM18AAP, H-Glu-NHMec fluorogenic cleavage. inhibition, % at 7.35 µM. 290,000 tested, 1.2% active. AID 1822;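 active means inhibition above the campaign mean inhibition over all tested compounds plus 3 SD, cut at about 28% in these data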;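 further: 0% = plate median of test compound wells and 100% = 2 mM ZnCl2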
IMP-1 inh – inhibitors of Pseudomonas aeruginosa IMP-1 metallo-beta-lactamase; purified IMP-1, nitrocefin hydrolysis, epi-absorbance fluorescence; inhibition, % at 5.6 µM; 290,000 tested, 0.45% active;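 active means inhibition above the mean plus 3 SD of all compounds in the same screening run, cut at about 4.5% in these data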;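 further: 0% = IMP-1 with DMSO and 100% = DMSO wells lacking enzyme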
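System: purified recombinant IMP-1 beta-lactamase. Medium: Zinc- and detergent-supplemented HEPES buffer, pH 7.1. Compound: one 5.6 µM dose […]. Schedule: 15 min preincubation plus 25 min reaction at 25 °C. Technique: Epi-absorbance fluorescence, 480 nm excitation, 530 nm emission.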
GPR7 antagonist – blocks human GPR7 receptor signaling | inhibition, % at 4.4 µM | P48145 | AID 1861 | 290,000 tested, 1.1% active | GPR7-expressing cells, fluorescence antagonist assay; in the data active means inhibition above about 16%, passing the limit was not always enough;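 further: cells stimulated with the agonist NPW; 0% = agonist with vehicle and 100% = vehicle without agonist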
* = called active by the depositor; . = no result given. Some of the compounds tested, so the mix of outcomes need not match the whole.

Sequence of screens: PHOSPHO1 inh	IDE cell activ	IDE cell inh	pCIP destab	VIM-2 inh	NALP1 yeast inh	PfM18AAP inh	IMP-1 inh	GPR7 antagonist
#1 CN1CCN(CCOC2c3ccccc3CSc3ccc(Cl)cc32)CC1 (stereo unspecified)
 : -4	1	0	-15	-2.8	37	3	-4.0	14
#2 O=C1NC(=O)N(Cc2ccco2)C(=O)/C1=C\c1ccc(-c2ccc(F)cc2)o1
 : 23	.	0	1	-0.4	.	18	-2.8	-4
#3 CCOP(=O)(OCC)C(NC(=O)c1cccc2ccccc12)C(Cl)(Cl)Cl (stereo unspecified)
 : -9	-3	10	0	-0.3	27	-1	0.5	13
#4 O=C(O)c1ccc(/C=C/c2nc3ccccc3c(=O)n2-c2ccc(Br)cc2)cc1
 : 31	0	-1	-2	-5.0	2	7	-1.3	-11
#5 Cc1onc(-c2c(Cl)cccc2Cl)c1/C(N)=N/OC(=O)N(C)C
 : 56	-4	-3	-4	-4.3	-4	5	-3.0	-9
#6 Nc1c(C(=O)NCc2ccco2)c2nc3ccccc3nc2n1Cc1ccc(F)cc1
 : -4	0	11	-6	-0.4	.	23	1.1	-17
#7 CN1CCC(c2c[nH]c3ccccc23)C1 (stereo unspecified)
 : 35	1	0	0	-1.6	21	9	-1.8	0
#8 O=C(CCC(=O)N1C[C@H]2C[C@@H](C1)c1cccc(=O)n1C2)NCc1ccccc1
 : 13	4	-5	-5	-2.4	16	1	-1.4	2
#9 COc1ccc(Cn2c(O)c(/C=N/NC(=O)c3ccccc3O)c(=O)[nH]c2=O)cc1
 : 14	3	-3	1	-2.8	0	5	-3.1	-4
#10 CC/C(=N\NC(=O)c1ccccc1)c1c(O)n(C2CCCCC2)c(=O)[nH]c1=O
 : 15	8	0	11	-0.3	-15	2	-5.6	7
#11 CCOc1ccc(N2C(=O)NC(=O)/C(=C\c3ccc(N4CCCCC4)o3)C2=O)cc1
 : -54	-21	10	-59	-1.8	13	-2	-0.7	-4
#12 Cn1nnc(CC[N+](C)(C)C)n1
 : 8	.	7	-6	-3.9	.	-3	-5.1	-11
#13 CC(C)n1c(O)c(C=NCc2ccccc2)c(=O)[nH]c1=S
 : 37	3	3	1	-1.4	14	5	-3.0	-9
#14 NC(=S)c1cn(C2OC(CO)C(O)C2O)c2ncnc(N)c12 (stereo unspecified)
 : -103	-1	-2	-18	0.5	0	40*	12*	4
#15 Cn1c(O)c(C=NCCN2CCOCC2)c(=O)[nH]c1=S
 : 15	1	3	4	0.2	.	-6	-2.4	-14
#16 COc1ccc(C(=O)CN2CCOCC2)cc1F
 : 55	5	3	8	1.0	0	16	2.4	11
#17 Nc1ccc(N=Nc2ccccc2)cc1
 : 16	-2	-2	-46	-6.2	15	-1	-3.5	-7
#18 Cc1ccc(-c2ccc(=O)n(CCC(=O)N3CCC4(CC3)OCCO4)n2)cc1
 : -5	8	-1	12	-1.8	4	-5	-1.5	-8
#19 CCOC(=O)C1=C(N)OC2=C(C(=O)CCC2)C12C(=O)N(C)c1ccccc12 (stereo unspecified)
 : 28	2	1	-6	-1.7	24	-7	-2.4	-10
#20 CC1CCN2c3nc4ccccn4c(=O)c3CC3(C(=O)N(C)C(=O)N(C)C3=O)C2C1 (stereo unspecified)
 : -26	-2	4	-11	1.4	34	3	-0.6	6
#21 Cc1cccnc1-n1c(-c2ccco2)nc2ccccc2c1=O
 : 13	2	-1	-4	-3.0	26	-2	-2.2	-1
#22 CCOc1cc2c(cc1OCC)-n1cccc1C(c1ccccc1O)NC2 (stereo unspecified)
 : 47	2	1	1	0.2	8	6	-1.4	-3
#23 Clc1ccccc1N1CCN(Cc2ccc3c(c2)OCO3)CC1
 : 40	1	.	-2	-1.6	19	3	-3.4	-8
#24 COc1cc(N2C(=O)CC(=O)NC2=O)cc(OC)c1OC
 : 41	3	0	-6	1.7	18	9	2.1	10
#25 COc1cc2c(cc1OC)CN(c1ccc([N+](=O)[O-])c(C(F)(F)F)c1)CC2
 : -6	3	11	1	-2.9	49	0	-3.3	5
#26 O=C(/C=C/c1ccccc1)NC(=S)N1C[C@H]2C[C@H](C1)c1cccc(=O)n1C2
 : -12	5	2	15	1.4	26	-4	-1.7	0
#27 COC(=O)N(c1ccccc1)P(=O)(Oc1ccccc1)Oc1ccccc1
 : 44	3	-8	0	-1.9	10	-2	-0.7	-4
#28 O=C(N/N=C/C1C(=O)NC(=S)N(c2ccccc2)C1=O)c1cc(Br)c(O)c(Br)c1 (stereo unspecified)
 : -4	3	1	8	-3.0	-8	6	-4.1	2
#29 CCC(CO)NC(=O)C1C=C2c3cccc4[nH]cc(c34)CC2N(C)C1 (stereo unspecified)
 : 46	-2	-1	-6	5.1	12	13	4.2	-10
#30 c1ccc(CN2CCN(Cc3ccc4ccccc4c3)CC2)cc1
 : 10	-1	7	-11	-3.5	8	2	-3.1	-7
#31 O=C1NC(=S)N(c2ccccc2)C(=O)/C1=C/c1ccco1
 : -24	2	14	-8	-1.6	17	13	0.5	-13
#32 CCOC(=O)C1CCN(C(C)C(=O)c2c[nH]c3ccccc23)CC1 (stereo unspecified)
 : 20	-1	1	9	0.5	19	-5	-0.7	3
#33 COc1ccccc1N1C(=O)NC(=O)C(CCc2ccncc2)(CCc2ccncc2)C1=O
 : 25	5	7	6	-1.4	11	-6	-2.2	0
#34 O=c1[nH]c(=S)n(C2CCCCC2)c(O)c1/C=N/N1CCOCC1
 : 36	2	2	-4	-5.7	.	4	-3.4	-15
#35 O=[N+]([O-])c1cccc2c([As](=O)(O)O)cccc12
 : 47	1	8	3	-1.6	-3	-3	-3.9	-10
#36 CCOP(=O)(OCC)C(Cc1ccccc1)NC(C)=O (stereo unspecified)
 : 41	6	-5	7	-2.8	.	-1	-2.6	-8
#37 COc1ccc(CCNCc2cccn2C)cc1
 : 34	-4	-6	-6	0.1	-15	-7	-1.5	-9
#38 Cc1ccc2c(c1)CC1(CN2C)C(=O)NC(=O)N(c2cccc(C)c2C)C1=O (stereo unspecified)
 : 9	2	6	-10	-3.2	-4	11	-3.1	-1
#39 CCCCn1c(O)c(C(C)=NCc2cc(OC)cc(OC)c2)c(=O)[nH]c1=O
 : 5	-1	1	-16	0.1	24	3	-4.5	-18
#40 CC(C)OCCCNC(=O)c1c(N)n(CC2CCCO2)c2nc3ccccc3nc12 (stereo unspecified)
 : 7	-2	-5	-23	2.2	15	6	-4.2	15*
#41 CN(C)C(=O)Oc1ccc(Cl)c2ccccc12
 : -25	6	0	-7	0.5	16	5	1.1	-3
#42 O=c1[nH]c(=O)n(-c2cccc3ccccc23)c(O)c1/C=N/N1CCCCCC1
 : 20	8	-2	-8	-2.1	10	1	-4.0	-1
#43 COc1ccccc1/C=C1\C(=O)NC(=S)N(c2ccccc2)C1=O
 : 33	1	7	-4	-2.1	9	7	-0.3	-6
#44 CCn1c(O)c(C=NCCN2CCOCC2)c(=O)[nH]c1=S
 : 25	2	1	0	-2.1	-16	-2	-1.7	-7
#45 CC(C)OC(=O)c1c(N)n(Cc2ccco2)c2nc3ccccc3nc12
 : .	7	-6	.	0.5	.	0	-0.2	1

Arranged by SMILES length (lowest first): part of the list above.
Sequence of screens: PHOSPHO1 inh	IDE cell activ	IDE cell inh	pCIP destab	VIM-2 inh	NALP1 yeast inh	PfM18AAP inh	IMP-1 inh	GPR7 antagonist
#37 COc1ccc(CCNCc2cccn2C)cc1
 : 34	-4	-6	-6	0.1	-15	-7	-1.5	-9
#36 CCOP(=O)(OCC)C(Cc1ccccc1)NC(C)=O (stereo unspecified)
 : 41	6	-5	7	-2.8	.	-1	-2.6	-8
#40 CC(C)OCCCNC(=O)c1c(N)n(CC2CCCO2)c2nc3ccccc3nc12 (stereo unspecified)
 : 7	-2	-5	-23	2.2	15	6	-4.2	15*

Carrying on.
Sequence of screens: PHOSPHO1 inh	IDE cell activ	IDE cell inh	pCIP destab	VIM-2 inh	NALP1 yeast inh	PfM18AAP inh	IMP-1 inh	GPR7 antagonist
#46 CCc1cc(=O)oc2cc(OCC(=O)N3C[C@H]4C[C@@H](C3)c3cccc(=O)n3C4)c(Cl)cc12
 : -142	5	2	5	-1.8	2	-7	-2.6	-5
#47 C=CCN1C(=O)NC(=O)C(Cc2ccc(OC)c(OC)c2)C1=O (stereo unspecified)
 : -10	4	5	-8	-1.7	23	15	0.2	-1
#48 OC(CN1CC=C(c2ccccc2)CC1)c1ccccc1 (stereo unspecified)
 : 6	5	-4	-14	0.3	18	17	-0.5	-10
#49 CCOc1cc(C2NCc3ccccc3-n3cccc32)ccc1O (stereo unspecified)
 : 18	2	4	2	-2.7	3	9	-3.3	-1
#50 CC(C)C(=O)NC(Oc1ccccc1Cl)C(Cl)(Cl)Cl (stereo unspecified)
 : -8	9	-2	-4	-2.3	43	0	-1.8	-8
#51 CC1(C)CN=C(Nc2ccc(F)c(F)c2)S1
 : 11	4	1	-9	-1.2	0	2	-1.5	-11
#52 CCOC(=O)[C@]1(C#N)[C@@H]2C=CC(C(N)=O)=CN2[C@@H](C(N)=O)[C@@H]1c1ccc(F)cc1
 : -18	-1	2	-4	1.8	10	1	-0.5	3
#53 C=C(C)CN1CC[C@]23c4c5ccc(O)c4O[C@H]2c2[nH]c4ccccc4c2C[C@@]3(O)C1C5
 : 40	.	5	3	-1.8	11	4	0.0	-18
#54 Cn1cc(C(=O)N2CCOCC2)c2ccccc21
 : 33	1	-3	1	-0.3	0	-3	-1.9	-8
#55 Cc1nc2cc([N+](=O)[O-])ccc2c(=O)n1-c1ccc(Br)cc1
 : 29	2	-3	-1	-0.3	5	-3	-1.7	-20
#56 O=C1CNC(c2ccccc2Cl)c2cc(Br)ccc2N1 (stereo unspecified)
 : 24	2	4	-10	-3.3	5	4	-3.7	-13
#57 Cc1c(C(=O)N2CCC3(CC2)OCCO3)sc2ncnc(N3CCc4ccccc4C3)c12
 : -3	-3	-1	10	2.1	-4	-10	-2.1	4
#58 COc1ccc(N2CCN(Cc3nc4ccccc4[nH]3)CC2)cc1
 : 32	-2	2	-5	-0.9	-6	12	-4.0	-3
#59 N/C(=N\[N+](=O)[O-])N1CCN(C(=O)OC2CCCC2)CC1
 : 14	5	-10	-1	1.1	1	-7	-0.9	-1
#60 CCC(CC)C(=O)NC1CCSC1=O (stereo unspecified)
 : -7	1	1	-10	-3.3	17	1	-1.9	-8
#61 O=C(c1ccc2nc3ccc(Cl)cc3c(=O)n2c1)N1CCC2(CC1)OCCO2
 : .	-5	-5	.	-1.4	.	14	-2.7	-14

Screening results: PubChem BioAssay, several laboratories
